A549 viability – kills or reduces viability of A549 cells in Nrf2 counter-screen | Potency, µM (titrated, usually from 46 µM), for inactives: at the highest dose activity change, negative = cytotoxicity, actives largely listed as inhibitors | hit rate 0.16% among 390,000 | A549 ARE-Fluc cells, CellTiter-Fluor viability, 18-24 h; further: potency means the concentration at half of the fitted maximal effect; on the % scale 0 is the no-effect control and ±100 the full control effect
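A549 ARE-Fluc cells in 5% FBS OPTI-MEM, 5000 cells/well, rested 2 h then exposed to compounds in concentration-response for 18-24 h at 37 °C. Viability by CellTiter-Fluor fluorescence (Ex 405/Em 525) after 30 min; luciferase luminescence (BugLite, 15 min, RT) read afterwards.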
pAkt inh – Akt phosphorylation inhibition | Neuro2A IGF-stimulated pAkt S473 HTRF, 20 min; active compounds read low | activity change, % for hits at 50 µM | hit rate 0.32% among 360,000 | AID 651550; in the data active means activity change below about -80%; inconclusive means mostly about -51% to -80%; further: on the % scale 0 is the no-effect control and ±100 the full control effect
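Neuro2A cells in DMEM with 0.5% FBS, overnight at 37 deg C, given compound at single 50 µM final, then IGF (6 nM final) for 20 min at 37 deg C. Lysed; phospho-Akt Ser473 by HTRF after 24 h, 665/615 ratio.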
Nrf2 activator – activates Nrf2 signaling; AREc32 ARE-luciferase reporter (MCF7-derived line), luminescence, 24 h; Potency, µM (titrated, usually from 46.1 µM), without a hit: at the highest dose activation, most hits filed as activators; hit rate 0.31% among 410,000; further: potency means the concentration at half of the fitted maximal effect; % of control where 0% means no effect; nearly all actives have a fitted effect of over 65% in size
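AREc32 cells carrying an ARE-driven firefly luciferase reporter were seeded at 1000 cells/well in OPTI-MEM with 5% FBS, then exposed to compound for 24 hr at 37 deg C. Luminescence was read with Steady-Glo after 30 min at RT.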
Nrf2 inh – blocks Nrf2 signaling; A549 ARE-Fluc reporter, luciferase luminescence, 18-24 h; Potency, µM (series often up to 46 µM), inactives show at the top dose activity change, negative = inhibition, actives largely listed as inhibitors; hit rate 2.1% among 360,000; further: potency means the concentration at half of the fitted maximal effect; on the % scale 0 is the no-effect control and ±100 the full control effect; nearly all actives have a fitted effect of over 60% in size
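Reporter: ARE-Fluc in A549. Exposure: 18-24 h, 37 °C, 5% CO2, 5% FBS OPTI-MEM. Readouts: fluorescent cytotoxicity (CellTiter-Fluor), then luminescent Nrf2 signal after BugLite.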
TGFb inhibitor – inhibitors of TGF-b signaling; HepG2 CAGA-GFP TGF-b/SMAD3 reporter, GFP fluorescence, 18 h; TGF-beta stimulated, 500 pg/mL final; Potency, µM (series often up to 46.1 µM), for the others: at the highest dose activity, negative = inhibition, actives largely listed as inhibitors; AID 588855; hit rate 1.2% among 410,000; further: potency means the concentration at half of the fitted maximal effect; on the % scale 0 is the no-effect control and ±100 the full control effect; nearly all actives have a fitted effect of over 65% in size
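Inhibition of TGF-beta-driven CAGA-GFP reporter expression in HEPG2 cells is measured by cellular GFP fluorescence after 18 h stimulation with 500 pg/mL recombinant TGF-beta in 1% FBS medium at 37 degrees C.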
HepG2 tox – counter-screen for TGF-b inhibitors: cytotoxicity in HepG2 cells; HepG2 CAGA-GFP viability, ATP luminescence, 18 h; hit rate 0.76% among 410,000; Potency, µM (top dose mostly 46.1 µM), inactives show top-dose activity change, negative = cytotoxicity, most hits filed as cytotoxic; AID 588856; further: potency means the concentration at half of the fitted maximal effect; some results filed as inactive show a strong effect at the top dose
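CellTiter-Glo luminescence gave cytotoxicity after 18 hours at 37 degrees C. The cells were HepG2 CAGA-GFP in 1% FBS DMEM, stimulated with 500 pg/mL TGF-beta after compound addition. %Activity was normalised to no-cell wells (complete cell-killing) and DMSO (no toxicity), and curves were fitted and classified.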
MmCpn inh – blocks the Methanococcus maripaludis chaperonin Mm-Cpn; purified Mm-Cpn ATPase, ADP Transcreener TR-FRET; Potency, µM (doses to about 76.9 µM), inactives show at the highest dose activity, negative = inhibition, usual class: inhibitors; hit rate 0.031% among 330,000; AID 504842; further: potency means the concentration at half of the fitted maximal effect; on the % scale 0 is the no-effect control and ±100 the full control effect; nearly all actives have a fitted effect of over 80% in size
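ATP (10 uM final) was added to archaeal chaperonin (25 nM final) after 10 min exposure to test compound at 37°C; after 30 min further incubation, ADP was detected by competitive TR-FRET.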
S2 tox – viability counter-screen for ATXN expression inhibitors; S2 cells (HEK-293 line with an ATXN2-luciferase reporter) viability, CellTiter-Fluor protease fluorescence, 24 h; hit rate 0.49% among 400,000; Potency, µM (titrated, usually from 56.7 µM), actives largely listed as cytotoxic; AID 651635; further: potency means the concentration at half of the fitted maximal effect; nearly all actives have a fitted effect of over 40% in size
CCT chaperon mod – modulators of cytosolic chaperonin (CCT/TRiC) activity. hit rate 0.3% among 360,000. activity change, % (concentration not given with the values), hits read low. AID 651819. purified chaperonin ATPase assay, HTRF ADP detection, 30 min; in the data active means activity change below about -30%; further: on the % scale 0 is the no-effect control and ±100 the full control effect
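We incubate TRiC, 40 or 20 nM final, with library compounds at 76 uM and 10 uM ATP for 30 min at 37 °C. ADP formed is detected with Transcreener HTRF reagents after 30 min at room temperature.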
The depositor's hits bear a star; i = inactive; ? = inconclusive; · = not tested or not shown; & = joins results of further samples; [ ] = another dose, or the depositor's remark. Unless noted, the call rests on the fitted dose curve; in most records, active means well fitted curve in the direction sought with a large enough effect; inconclusive means small, poorly fitted or top-dose-only effect, or another doubt; inactive means no such curve, though single readings can be large; an effect the other way counts as inactive or inconclusive.

SMILES | A549 viability | pAkt inh | Nrf2 activator | Nrf2 inh | TGFb inhibitor | HepG2 tox | MmCpn inh | S2 tox | CCT chaperon mod
COc1cc(C2/C(=C(\O)c3ccc4c(c3)CC(C)O4)C(=O)C(=O)N2Cc2ccco2)ccc1O (stereo unspecified) | -9% | i | 0.2% | 4% | 4% | 5% | 0% | i | -0.9
CSc1ccc(/C=N\NC(=O)CC(=O)NC(C)C)cc1 | 0% | i | 0.2% | -15% | -6% | -1% | 0% | i | 1.0
COn1c(SCC(=O)N(C)C)nc2ccccc2c1=O | -3% | · | -0.7% | · | -8% | -1% | 4% | i | -3.2
O=S(=O)(c1ccc2nc(Nc3ccccc3)ccc2c1)N1CCCCC1 | -15% | i | 2.3% | -19% | ? | -31% | 4% | i | -1.4
CCC(=O)c1ccc(OCC(=O)OCC(=O)N2CCc3ccccc32)cc1 | -5% | i | 0.3% | 8% | 1% | 15% | 0% | i | 1.3
Cc1ccc(NC(=O)Cc2c(C(=O)O)n(C)c3ccccc23)cc1F | 0% | i | -0.2% | -10% | 13% | -2% | 1% | i | -2.2
CC(C)(C)[C@H](NC(=O)c1ccc(N)c(Cl)c1)C(=O)N1CCC[C@H]1C(=O)N[C@H](C#N)CC(=O)O | · | · | -1.3% | · | -8% | -3% | · | i | ·
O=C(NNS(=O)(=O)c1ccc(Br)cc1)c1ccncc1 | 1% | i | -0.2% | 10% | -25% | -1% | -2% | i | -2.8
CC(C)[C@H](NC(=O)N1CCn2c1nc1ccccc12)C(=O)NCC1CCCO1 (stereo partly specified) | 8% | i | 0.3% | 7% | 5% | 3% | 0% | i | -1.9
N#Cc1c(NC(=O)c2cccc(S(=O)(=O)Nc3ccc(C(=O)O)cc3)c2)sc2c1CCCC2 | -13% | i | -0.4% | -9% | -5% | -5% | -1% | i | 0.6
O=C(CSc1nc2ccccc2c(=O)n1-c1ccc(F)cc1)Nc1ccc(N2CCOCC2)cc1 | -9% | i | -0.4% | -20% | 10% | 2% | 1% | ? | 0.1
CCN(C[C@H]1N[C@@](Cc2ccccc2)(C(=O)OC)[C@H]2C(=O)N(C)C(=O)[C@@H]12)C(=O)Nc1ccc(C)cc1 | 6% | i | 2.2% | 3% | 10% | -4% | 1% | ? | -1.5
COc1cccc(C(O)c2nc(-c3cccc(NC(C)=O)c3)cs2)c1 (stereo unspecified) | · | i | 4.9% | · | 9% | -34% | · | ? | -0.8
CSc1nc2c(c(=O)[nH]1)C(c1cccc(F)c1F)CC(=O)N2 (stereo unspecified) | -3% | · | -0.3% | 9% | -4% | -14% | · | i | ·
CCCNc1cc(C)c(C#N)c2nc3ccccc3n12 | -12% | i | 1.8% | 4% | 37%[activator] | 12% | -1% | i | -18
CCN(CC)CCCC1(CN)OCCc2ccccc21 (stereo unspecified) | ? | i | 0.1% | -7% | 26% | 3% | 1% | ? | 0.0
COc1ccc2c(CC(=O)OCC(=O)Nc3ccc(C)cc3)coc2c1 | -11% | i | -0.2% | -8% | 2% | 2% | 0% | i | 1.4
O=C(O)/C=C/C(=O)Nc1ccc(Cl)cc1C(=O)c1ccccc1 | -1% | i | ? | 0% | -10% | -82% | 3% | i | 1.0
Cc1nnc(SCC(=O)Nc2cccc(Br)c2)s1 | 0% | i | 0.4% | 0% | 46%[activator] | 67% | 2% | ? | -1.0
CCCCNC(=O)NNC(=O)c1cc(C)on1 | -2% | i | -0.2% | -13% | 0% | -2% | 0% | i | -1.1
CC(=O)Nc1ccc(S(=O)(=O)NCCC(=O)Nc2cc(C)ccn2)cc1 | 1% | i | 0.0% | 0% | 1% | -19% | 0% | i | 2.8
Clc1ncc2[nH]cnc2n1 | 5% | i | -0.4% | 11% | 31%[activator] | 3% | 2% | ? | -0.9
CNC(=O)NNC(=O)c1csc(Cc2c(Cl)sc3ccc(Cl)cc23)n1 | 6% | i | -0.5% | 2% | 5% | 36% | 0% | i | 0.7
O=[N+]([O-])c1ccccc1OCCCn1cnc2ccccc21 | -1% | i | 5.9% | ? | 12% | 49% | 1% | i | -7.7
COc1ccccc1CNC(=O)c1ccc(-c2ccccc2)cc1 | -4% | i | 2.0% | 18% | -4% | -18% | -2% | i | -2.1
Additional results
SMILES | A549 viability | pAkt inh | Nrf2 activator | Nrf2 inh | TGFb inhibitor | HepG2 tox | MmCpn inh | S2 tox | CCT chaperon mod
Cc1nnc(SCc2nc3sc(C(=O)O)c(C)c3c(=O)[nH]2)s1 | 2% | i | -0.3% | 8% | -7% | -9% | -2% | i | -1.2
O=C(NCc1ccc(Cl)c(Cl)c1)c1cc(C2CCCCN2C(=O)OCCF)on1 (stereo unspecified) | · | i | 5.1% | · | ? | -28% | · | ? | -1.7
O=C(NCc1ccccc1)c1ccccc1C(=O)c1ncc[nH]1 | 4% | i | 3.0% | ? | 3% | -5% | -3% | i | -2.0
COc1ccc(CCn2nnnc2C(CC(C)C)N2CCC(C(N)=O)CC2)cc1OC (stereo unspecified) | 1% | i | -0.6% | 1% | 2% | 10% | -1% | i | -3.0
O=C(O)c1ccccc1Nc1ccc([N+](=O)[O-])c2nonc12 | 18µM* | i | 0.2% | -21% | 14% | -9% | -2% | ? | 0.2
O=S(=O)(NN=C(c1ccccc1)c1ccccc1)c1ccccc1 | · | i | -0.2% | · | -9% | -14% | · | i | 1.2
COc1ccc(CNc2nc(=S)[nH]c3cc(OC)c(OC)cc23)cc1 | 1% | i | 4.1% | 4% | 2% | -10% | -2% | ? | -2.5
CC(=O)O[C@H]1C(=O)[C@@]2(C)[C@H]([C@H](OC(=O)c3ccccc3)[C@]3(O)C[C@H](OC(=O)[C@H](O)[C@@H](NC(=O)c4ccccc4)c4ccccc4)C(C)=C1C3(C)C)[C@]1(OC(C)=O)CO[C@@H]1C[C@@H]2O | -8% | i | 0.6% | 7% | -20%&5% | -39%&2% | -2% | ? | -2.3
CNCC(=O)Nc1c(C)n[nH]c1C | 0% | i | -0.8% | 1% | 13% | -2% | 1% | i | -1.2
CCCN1C(=O)CC(Sc2ncccc2C(=O)O)C1=O (stereo unspecified) | 2% | i | -0.1% | 2% | -27% | -25% | -1% | i | -0.6
CCOc1ccc(-c2nnc3ccc(SC(C)C)nn23)cc1 | -28% | i | 0.1% | ? | ? | -46% | 1% | i | 0.4
O=C(O)c1ccc(C(=O)c2ccc3c(c2)C(=O)N(CCO)C3=O)cc1 | 8% | i | -0.3% | 3% | 1% | -8% | 2% | i | -1.4
Cc1nnc(NC(=O)CSc2nnc(C)n2-c2ccc(F)cc2)s1 | -5% | i | 0.2% | 17% | 3% | -12% | -1% | i | -1.2
CN(CCCNC(=O)c1cccn2c(=O)c3ccccc3nc12)Cc1ccccc1 | -2% | i | 4.6% | 4% | 11µM* | -30% | 2% | ? | 1.1
COc1ccc(-c2oc3ncn4nc(-c5cccc(C)c5)nc4c3c2-c2ccc(OC)cc2)cc1 | 10% | · | -0.3% | 7% | 1% | -10% | · | i | ·
Cc1cccc(N2CCN(C(=O)c3cccc(S(=O)(=O)N4CCOCC4)c3)CC2)c1C | 2% | i | -0.5% | -23% | 0% | -4% | 1% | ? | -2.4
O=C1N[C@@H](Cc2cnc[nH]2)C(=O)N2CCC[C@@H]12 | -4% | i | -0.1% | -1% | 9% | -60% | 2%[15.4 µM] | i | -0.3
COc1ccc(S(=O)(=O)NN(C)c2nc(C(F)(F)F)nc3ccccc23)cc1 | -11% | i | -0.3% | ? | 3% | 2% | -2% | ? | -0.6
CC(=O)OCC1=C(C(=O)O)N2C(=O)C(NC(=O)c3ccc(F)cc3)C2SC1 (stereo unspecified) | -7% | i | 23% | 12% | -5% | 4% | 2% | 14µM* | -11
CN1CCN(CC(=O)Nc2ccc(Oc3ccccc3)cc2)CC1 | 22% | i | -0.1% | 4% | 7% | -19% | -1% | i | -0.5
COC(=O)Cc1c(C)nc2nc(NCc3ccc(Cl)cc3)[nH]n2c1=O | -5% | i | 0.1% | 8% | ? | -25% | 1% | i | -4.1
CCCn1c(N)c(C(=O)COC(=O)CCS(=O)(=O)c2ccc(C)cc2)c(=O)[nH]c1=O | 0% | i | 3.0% | 0% | -1% | -4% | 0% | i | 1.3
CCc1ccccc1NC(=O)CN1C(=O)c2ccccc2S1(=O)=O | 9% | i | -0.9% | 10% | -29% | 2% | 0% | i | -0.2
COc1ccc(NC(=O)N2CCOc3ccc(Cl)cc32)cc1 | 6% | · | 5.2% | -13% | -16% | -9% | · | · | ·
O=C(COC(=O)c1ccccc1)Nc1ncc([N+](=O)[O-])s1 | ? | i | 2.5% | -2% | -24% | -9% | -1% | i | 1.0
O=C(CN1CCN(Cc2ccccc2Cl)C1=O)NCCCN1CCOCC1 | 12% | i | 0.3% | -21% | -16% | 2% | 2% | i | -2.7
O=C(CSc1nnc(-c2ccc(Cl)cc2)o1)Nc1ccc(F)cc1 | 3% | · | 11% | ? | 11% | 1% | · | i | ·
CN(Cc1cccs1)C(=O)COc1ccc(-c2nnco2)cc1 | -11% | i | -0.8% | 4% | -4% | 5% | -1% | i | -1.5
c1ccc(CNc2ncnc3nc[nH]c23)cc1 | 3%&0%&-11% | i | 0.6% | 23%&0%&10% | -9%&-8%&5% | 0%&1%&-14% | 2%[15.4 µM] | i | -3.7

Assay outcomes deposited in PubChem BioAssay by National Center for Advancing Translational Sciences (NCATS).
